# Compound activity (PubChem)
# zVAD death inh: L929 zVAD cell death inhibition; L929 zVAD necroptosis rescue, ATP luminescence, 24 h; with zVAD 60 µM; viability rescue, % at 10 µM; hit rate 0.38% among 220,000;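 active means activation, scaled between plate controls, above about 75%, limit read from the data; inactive means activation under that limit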;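 further: 0% = zVAD with DMSO and 100% = DMSO alone without zVAD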
# Cl transport mod: modulators of human KCC2 chloride dependent transport. Q9H2X9. KCC2 cells, thallium flux FluoZin-2 fluorescence. B-score of Tl+ flux slope (higher = more flux/activation; lower = inhibition) at 10 µM. hit rate 2.2% among 190,000;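 active means thallium flux slope and its plate-corrected score both differing from the plate sample mean at a set confidence after two filtering rounds, in either direction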;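 further: slope of fluorescence scaled to starting intensity during 10 to 20 s after thallium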
# EBV gp42 inh: inhibitors of Epstein-Barr virus glycoprotein 42 | Q1HVG2 | Fluorescence polarization binding assay, mP read-out | inhibition, % (tested at 21.74 µM) | hit rate 0.42% among 220,000; in the data active means inhibition above about 50%
# m-calpain inh: blocks pig calpain II enzyme activity; purified calpain II, fluorogenic peptide substrate, 30 min; inhibition, % at 16 µM; hit rate 0.37% among 220,000;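 active means inhibition above about 50%, limit read from the data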
# TNF necrop inh: TNF-alpha cell death inhibition in Jurkat FADD-/- cells; Jurkat FADD-/- TNF necroptosis rescue, ATP luminescence, 24 h; 0 = TNF only, 100 = no-TNF cells; activation (protection from cell death), % at 10 µM; hit rate 0.068% among 220,000; AID 463075;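 active means activation, meaning protection from cell death, of at least 50% relative to plate controls; inactive means activation below 50%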;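 further: necroptosis triggered by 40 ng/mL TNF-alpha added together with compound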
# Rad51 HR inh: blocks human Rad51 in homologous recombination; hit rate 0.085% among 200,000; Q06609; inhibition, % at 10 µM; hRad51 DNA strand exchange, fluorescence dequenching; AID 1385;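 active means inhibition above 40% at the single screening dose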;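 further: 0% = DMSO control wells and 100% = blanks with heterologous ssDNA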
#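 System: human Rad51 nucleoprotein filaments preassembled on unlabelled ssDNA. Reagent: labelled 47-mer dsDNA for strand exchange. Schedule: 30-min compound preincubation and 15-min exchange, both room temperature. Measured by: FRET fluorescence dequenching, excitation 485 nm, emission 520 nm. Read-out: Fluorescence-based percent inhibition, control- and blank-normalised. Benchmarks: plate controls and plate blanks.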
# eIF4E 4G PPI: inhibitors of eIF4E and eIF4G interaction in translation initiation. P63073+Q04637. TR-FRET eIF4E-eIF4GI(517-606) binding, 2 h. inhibition, % at 21.7 µM. hit rate 0.37% among 220,000;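 active means inhibition above about 30%, limit read from the data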;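 further: 0% = full FRET control wells and 100% = background wells lacking eIF4GI fragment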
# PERK inhibitor: blocks human PERK kinase. CHO PERK-DD fusion, SEAP luminescence translation reporter. inhibition, % at 5.6 µM. hit rate 0.17% among 220,000;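 active means inhibition above the mean inhibition of all tested compounds plus 3 SD, set separately per screening campaign, cut at about 2.9% in these data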;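 further: PERK kinase domain activated by AP20187 dimerizer at 100 nM; 0% = DMSO with dimerizer and 100% = rapamycin at 8.4 µM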
# Target sequence (Q9NZJ5 whole entry, looked up, the tested form may be a part): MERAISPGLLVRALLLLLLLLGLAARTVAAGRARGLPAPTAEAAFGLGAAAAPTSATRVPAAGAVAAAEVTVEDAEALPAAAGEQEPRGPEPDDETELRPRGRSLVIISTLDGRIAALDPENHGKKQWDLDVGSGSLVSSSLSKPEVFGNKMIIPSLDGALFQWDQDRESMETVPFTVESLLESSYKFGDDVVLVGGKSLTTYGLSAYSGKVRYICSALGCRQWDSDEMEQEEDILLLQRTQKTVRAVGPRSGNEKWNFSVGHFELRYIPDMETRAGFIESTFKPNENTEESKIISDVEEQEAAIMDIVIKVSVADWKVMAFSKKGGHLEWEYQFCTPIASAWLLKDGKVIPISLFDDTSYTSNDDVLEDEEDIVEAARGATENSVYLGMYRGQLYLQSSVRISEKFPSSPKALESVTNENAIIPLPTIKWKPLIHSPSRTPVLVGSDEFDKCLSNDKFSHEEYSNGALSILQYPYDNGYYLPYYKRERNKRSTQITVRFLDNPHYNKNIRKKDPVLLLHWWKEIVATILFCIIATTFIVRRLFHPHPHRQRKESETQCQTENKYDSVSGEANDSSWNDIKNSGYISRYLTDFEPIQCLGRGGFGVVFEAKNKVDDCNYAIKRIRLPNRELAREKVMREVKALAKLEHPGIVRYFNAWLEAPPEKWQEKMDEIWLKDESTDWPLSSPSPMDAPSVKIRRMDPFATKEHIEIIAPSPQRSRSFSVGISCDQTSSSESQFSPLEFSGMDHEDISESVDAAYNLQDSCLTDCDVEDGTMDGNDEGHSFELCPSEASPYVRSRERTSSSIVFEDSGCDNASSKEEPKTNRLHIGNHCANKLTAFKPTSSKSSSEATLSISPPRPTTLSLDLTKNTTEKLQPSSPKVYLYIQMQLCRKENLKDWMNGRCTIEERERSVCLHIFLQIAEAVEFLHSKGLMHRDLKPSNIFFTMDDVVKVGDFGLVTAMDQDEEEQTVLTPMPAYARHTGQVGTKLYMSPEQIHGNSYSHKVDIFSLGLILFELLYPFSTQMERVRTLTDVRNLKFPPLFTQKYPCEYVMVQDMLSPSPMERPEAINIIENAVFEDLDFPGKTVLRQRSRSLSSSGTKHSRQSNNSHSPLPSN
# Mdm2 ligase inh: inhibitors of human Mdm2 E3 ubiquitin ligase. signal enhancement, % at 5 µM. cell-based MDM2 ubiquitination luciferase reporter, 2 h; 0 = plate control, 100 = twice control, blank-subtracted. hit rate 0.11% among 210,000. AID 1230;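 active means signal enhancement of 30% or more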;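 further: luminescence tracks abundance of the self-degrading MDM2-luciferase fusion protein; higher signal means inhibition of MDM2 E3 ligase activity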
#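 test system = mammalian cells stably expressing self-ubiquitinating, self-degrading MDM2 E3–luciferase fusion | quantity = 2000 cells/well | incubation = cell settling 4 h, compound treatment 2 h, both 37 °C | signal = luminescence with SteadyLite reagent, 15 min at room temperature | evaluation = % enhancement relative to plate controls after blank subtraction | benchmarks = plate controls and plate blanks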
# The depositor's hits bear a star; i = inactive; nt = no result given; [ ] = another dose, or the depositor's remark.
# The line under a structure holds: zVAD death inh	Cl transport mod	EBV gp42 inh	m-calpain inh	TNF necrop inh	Rad51 HR inh	eIF4E 4G PPI	PERK inhibitor	Mdm2 ligase inh
COc1ccc(NC(=O)/C(=C\c2cc(OC)c(OC)cc2[N+](=O)[O-])NC(=O)c2ccccc2)cc1
    -0.2	-1	-10	-11	-3.5	13	-8	-0.6	-4
O=c1c2ccccc2nnn1CSc1nnc(-c2ccc3c(c2)OCO3)o1
    1.9	0.52	-16	9	0.5	1	-2	0.1	-1
CC1CN(C(=O)C2CCCC2)C(C)CN1C(=O)C1CCCC1 (stereo unspecified)
    0.9	1.1	-17	-10	1.7	-5	-1	0.2	1
CCN1C(=O)/C(=C/c2cn(C)nc2C)SC1=S
    0.9	0.12	-27	-3	-0.8	1	6[fluorescence artefact?]	-0.1	-21
O=C(COc1ccc2c(C(F)(F)F)cc(=O)oc2c1)Nc1ccc2c(c1)OCCO2
    0.4	0.7	-26	-149	1.3	-1	-33	0.7	-1
CC(=O)NCC(=O)OCC(=O)c1ccc2ccccc2c1
    1.2	nt	-3	-55	0.2	3	2[fluorescence artefact?]	0.5	-21
CC1(C)OC1COc1c2ccoc2cc2oc(=O)ccc12 (stereo unspecified)
    1.5	-1.5	-18	-55	-0.2	-1	3	0.9	2
Cc1nnc(SCC2=C(C(=O)O)N3C(=O)C(NC(=O)Cn4nc(C(F)F)cc4C)C3SC2)s1 (stereo unspecified)
    1.6	-0.0039	-12	-22	-0.2	nt	-3	0.6	-4
CC(C)OCCCNC(=O)CCSc1ccc(Cl)cc1
    -0.6	nt	-8	9	-0.6	nt	0	-0.3	-22
Cc1ccc(OCC(=O)NC2CC(C)(C)NC(C)(C)C2)cc1C
    -0.4	-0.57	-12	-4	1.0	6	0	-0.1	-22
CCCCCCNCc1c(F)cccc1Cl
    0.8	0.41	-22	-3	2.5	1	-6[fluorescence artefact?]	0.1	-9
CCOC(=O)C(C)N1C(=O)S/C(=C/c2ccc3c(c2)n(C)c(=O)n3C)C1=O (stereo unspecified)
    0.7	-0.98	3	-11	-3.9	2	-1	-0.5	11
COc1ccc(C(=O)OCC2CC(c3ccccc3)N(C)O2)cc1 (stereo unspecified)
    0.2	-4	-3	-15	-3.1	0	0[fluorescence artefact?]	-0.7	9
Nc1c(C(=O)C2CC2)sc2nc3c(cc12)CCC3
    37	-0.15	-7	-173	0.8	4	2	0.1	-15
COc1ccc(CNC(=O)c2ccccc2C(=O)O)cc1
    -0.1	0.13	1	14	0.5	13	2	-0.3	8

# Copied from the list:
# Rad51 HR inh, CC(=O)NCC(=O)OCC(=O)c1ccc2ccccc2c1 stands at 3
# Cl transport mod, O=C(COc1ccc2c(C(F)(F)F)cc(=O)oc2c1)Nc1ccc2c(c1)OCCO2 stands at 0.7
# zVAD death inh, CC1CN(C(=O)C2CCCC2)C(C)CN1C(=O)C1CCCC1 (stereo unspecified) stands at 0.9

# Three of the entries above in order of their number in Cl transport mod, descending.
Structure	Cl transport mod
O=c1c2ccccc2nnn1CSc1nnc(-c2ccc3c(c2)OCO3)o1	0.52
CCOC(=O)C(C)N1C(=O)S/C(=C/c2ccc3c(c2)n(C)c(=O)n3C)C1=O (stereo unspecified)	-0.98
CC1(C)OC1COc1c2ccoc2cc2oc(=O)ccc12 (stereo unspecified)	-1.5

# Next section.
# The line under a structure holds: zVAD death inh	Cl transport mod	EBV gp42 inh	m-calpain inh	TNF necrop inh	Rad51 HR inh	eIF4E 4G PPI	PERK inhibitor	Mdm2 ligase inh
Clc1ccc(Br)cc1-c1nc(-c2cccnc2)no1
    0.2	0.49	nt	nt	-0.3	nt	nt	0.2	nt
CCOc1ccccc1C(=O)Nc1nnc(COC)s1
    -0.6	0.048	-15	-13	-0.9	-6	-4[fluorescence artefact?]	0.0	14
C/C(=N\NC(=O)CN(c1ccccc1)S(=O)(=O)c1ccccc1[N+](=O)[O-])C(C)(C)C
    0.2	-0.76	-6	25	2.8	5	-2	0.4	-10
COc1ccc(S(=O)(=O)N(CCCN2CCCC2=O)Cc2cc3c(C)cc(C)cc3[nH]c2=O)cc1
    -0.4	0.035	-8	-69	-6.9	17	6	-0.6	-24
Cc1nn(C(=O)CCCC(=O)n2nc(C)c(Cl)c2C)c(C)c1Cl
    -0.1	0.028	nt	nt	-0.2	nt	nt	2.3	nt
Cc1ccc(-c2nnc(N3CCN(c4ccccn4)CC3)c3ccccc23)cc1
    0.3	-1.1	-5	-2	-6.9	nt	2	0.4	1
O=C(c1ccco1)N1CCN(C(=O)C(Cc2ccccc2)NS(=O)(=O)c2cccs2)CC1 (stereo unspecified)
    0.0	0.014	-20	-6	-2.0	-5	7	-0.6	-5
Cc1ccc(C(C)C)c(OCc2nn(CC(=O)c3ccc(Cl)cc3)c3[n+]2CCCCC3)c1
    67	-0.8	-7	7	-5.5	3	5	-0.8	-21
COc1ccc(S(=O)(=O)N2c3ccccc3OCC2c2ccccc2)cc1 (stereo unspecified)
    0.1	-0.51	-1	23	-17	6	-3	-0.1	-12
COc1ccc(OC)c(C(=O)Cn2c3[n+](c4ccc(C(F)(F)F)cc42)CCCCC3)c1
    0.5	1.9	-4	-21	0.3	6	-2	0.3	-12
Cn1c(C(O)c2ccc(Br)cc2)nc(Cl)c1Cl (stereo unspecified)
    0.3	-0.35	-6	3	10	nt	-4	2.2	-12
CCCC(=O)Nc1ccccc1NC(=O)C1CCCCC1
    -0.6	-0.06	-25	6	1.0	4	6[fluorescence artefact?]	0.2	-10
C[N+]12CCC(CC1)C(OC(=O)C(O)(c1ccccc1)c1ccccc1)C2 (stereo unspecified)
    1.8	0.0047	-8	30	1.1	-1	0	0.5	nt
O=C(CNCc1cccs1)Nc1ccc(N2CCCCCC2)cc1
    5.9	-1.3	-21	21	1.8	nt	8	-0.1	-21
Cc1ccc(CNC(=O)COC(=O)c2ccc(Br)cc2)cc1
    0.5	-0.016	-8	-2	0.8	6	13	1.2	2

# Results in TNF necrop inh and Cl transport mod (2 entries from above):
mol | TNF necrop inh | Cl transport mod
Cc1ccc(C(C)C)c(OCc2nn(CC(=O)c3ccc(Cl)cc3)c3[n+]2CCCCC3)c1 | -5.5 | -0.8
COc1ccc(S(=O)(=O)N2c3ccccc3OCC2c2ccccc2)cc1 (stereo unspecified) | -17 | -0.51

# Given bar-delimited: entries from further up
SMILES | zVAD death inh | Cl transport mod | EBV gp42 inh | m-calpain inh | TNF necrop inh | Rad51 HR inh | eIF4E 4G PPI | PERK inhibitor | Mdm2 ligase inh
Cn1c(C(O)c2ccc(Br)cc2)nc(Cl)c1Cl (stereo unspecified) | 0.3 | -0.35 | -6 | 3 | 10 | nt | -4 | 2.2 | -12
CCCC(=O)Nc1ccccc1NC(=O)C1CCCCC1 | -0.6 | -0.06 | -25 | 6 | 1.0 | 4 | 6[fluorescence artefact?] | 0.2 | -10
C[N+]12CCC(CC1)C(OC(=O)C(O)(c1ccccc1)c1ccccc1)C2 (stereo unspecified) | 1.8 | 0.0047 | -8 | 30 | 1.1 | -1 | 0 | 0.5 | nt
O=C(CNCc1cccs1)Nc1ccc(N2CCCCCC2)cc1 | 5.9 | -1.3 | -21 | 21 | 1.8 | nt | 8 | -0.1 | -21

# The listing continues:
# The line under a structure holds: zVAD death inh	Cl transport mod	EBV gp42 inh	m-calpain inh	TNF necrop inh	Rad51 HR inh	eIF4E 4G PPI	PERK inhibitor	Mdm2 ligase inh
CNc1nc(-c2ccccc2)cc(C)c1S(C)(=O)=O
    1.1	-0.99	2	i	0.2	-23	3	1.1	-17
CCN(CC)c1ccc(/C=N/NC(=O)c2ccco2)c(O)c1
    43	-0.63	-34	21	-24	-12	3	0.5	0
Cc1cc(C)cc(-n2c(SCC(=O)NCc3ccco3)nc3ccccc3c2=O)c1
    0.1	1.7	-19	-14	-2.9	5	-6	-0.8	-14
CC(=O)c1ccc(N2CCN(C(=O)CCCc3nc4ccccc4s3)CC2)cc1
    nt	-1.3	-5	1	-0.4	nt	7	-1.0	1
CCC(C)NC(=O)c1ccccc1NC(=O)c1ccc(CSc2ccccc2)cc1 (stereo unspecified)
    0.1	0.71	9	44	1.2	15	11[fluorescence artefact?]	-0.1	13
CCOc1cc(-c2c(C#N)c(N)nc3c2CCCC3)ccc1O
    0.7	-1.4	0	-1	0.0	9	-2	-0.1	-8
CNC(=S)NNC(=O)CNc1ccc(C)c(Cl)c1
    0.8	-3	-12	9	-0.2	0	0	0.1	-6
Cc1nc(/C=C/c2ccccc2)[nH]c(=O)c1-c1ccccc1
    1.3	-0.51	5	-77	-4.6	13	1	0.9	-28
CC(=O)NS(=O)(=O)c1ccc(NC(=O)c2cc(-c3ccc(C)c(C)c3)nc3ccccc23)cc1
    0.5	-0.25	-12	-138	-1.3	8	15	0.8	-12
O=C(NCCO)C1(c2ccccc2)CCCC1
    -0.9	0.35	-25	-6	-0.7	-6	-12[fluorescence artefact?]	0.7	-11
CC1=NC(C(F)(F)F)(C(F)(F)F)C2=C(CC(C)(C)CC2=O)N1Cc1ccco1
    0.7	-0.69	-17	-13	1.2	-6	2[fluorescence artefact?]	-1.4	-12
O=C(CSc1nnc(Cc2cc(=O)[nH]c(=O)[nH]2)n1-c1ccccc1)N1CCCc2ccccc21
    2.2	nt	-8	-11	-0.3	-8	-2[fluorescence artefact?]	-0.1	-4
CC1CN(S(=O)(=O)c2ccc(NC(=O)c3cc(-c4ccccc4O)n[nH]3)cc2)CC(C)O1 (stereo unspecified)
    -0.3	0.38	-16	-10	-10	-2	-2	-1.3	-5
COc1ccc(-c2nn3cnnc3s2)cc1OC
    0.6	nt	2	-40	-5.3	1	5	1.2	-86
COCCOC(=O)c1c(C)oc2ccc(OCC=C(C)C)cc12
    -0.6	nt	-10	-9	1.2	5	-3	-0.8	-9

# Remaining list, next part:
# The line under a structure holds: zVAD death inh	Cl transport mod	EBV gp42 inh	m-calpain inh	TNF necrop inh	Rad51 HR inh	eIF4E 4G PPI	PERK inhibitor	Mdm2 ligase inh
Cn1c(=O)c2[nH]c(-c3ccccc3O)nc2n(C)c1=O
    -0.1	nt	2	-228	-3.2	nt	2	1.1	-12
COCCCNC(=O)CCc1nc(-c2ccccc2Cl)no1
    0.6	-0.45	4	-41	0.5	0	-7	-0.3	-11
CN1C(=O)c2ccc(NC(=O)CCS(=O)(=O)c3ccccc3)cc2C1=O
    -0.3	0.18	-1	-209	0.1	-6	4	-0.2	-6
N#Cc1c(N)oc(-c2ccccc2)c1-c1ccccc1
    2.4	0.17	-14	-38	0.3	2	-7[fluorescence artefact?]	0.1	-1
Cn1c(SCC(=O)Nc2sccc2C(N)=O)nnc1-c1ccncc1
    1.0	0.015	-1	11	5.7	-8	5	0.7	1
